Compound activity from PubChem.
M4 antag: blocks acetylcholine activation of human M4 receptor; P08173; CHO-hM4 cells, ACh EC80, Fluo-8 calcium fluorescence; inhibition, % at 3 µM; 0.73% of 360,000 active; AID 624125;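 active = inhibition above its plate's cutoff, the mean inhibition of sample wells plus 3 SD, cut at about 27% in these data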;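 also: 0% = acetylcholine EC80 with DMSO and 100% = DMSO without agonist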
Target sequence (P08173 whole entry, looked up): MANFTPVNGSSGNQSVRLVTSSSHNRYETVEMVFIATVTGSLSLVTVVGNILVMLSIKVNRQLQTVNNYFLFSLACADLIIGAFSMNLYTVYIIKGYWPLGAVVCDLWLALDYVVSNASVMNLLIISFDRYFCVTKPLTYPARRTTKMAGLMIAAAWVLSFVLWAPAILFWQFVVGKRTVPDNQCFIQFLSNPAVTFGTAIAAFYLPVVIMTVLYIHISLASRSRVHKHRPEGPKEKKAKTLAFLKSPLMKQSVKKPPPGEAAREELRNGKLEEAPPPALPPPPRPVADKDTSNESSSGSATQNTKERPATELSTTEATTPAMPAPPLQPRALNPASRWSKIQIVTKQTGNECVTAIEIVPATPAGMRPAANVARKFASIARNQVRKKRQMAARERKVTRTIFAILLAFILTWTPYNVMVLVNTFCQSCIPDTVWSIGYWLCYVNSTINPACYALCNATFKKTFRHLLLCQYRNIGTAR
M4 PAM: positive allosteric modulators of human muscarinic M4 receptor. P08173. CHO-K1 hM4/Gqi5, Fluo-8 calcium fluorescence, ACh EC20; 0% = ACh EC20, 100% = maximal ACh. activation, % at 3 µM. 0.4% of 360,000 active. AID 624126;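 active = activation above its plate's cutoff, the mean activation of sample wells plus 3 SD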; also: some results filed as inactive read as strong as hits
CHRM5 agonist: CHRM5 agonism in calcium assay; CHO-K1 hM5 cells, Fluo-8 calcium fluorescence; 0% DMSO wells, 100% maximal acetylcholine response; AID 624037; P08912; 0.19% of 360,000 active; activation, % at 3 µM;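 active = activation above the run's mean over test compounds plus 3 SD, cut at about 23% in these data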;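 also: signal is peak over basal fluorescence ratio across the kinetic read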
Target sequence (P08912 whole entry, looked up): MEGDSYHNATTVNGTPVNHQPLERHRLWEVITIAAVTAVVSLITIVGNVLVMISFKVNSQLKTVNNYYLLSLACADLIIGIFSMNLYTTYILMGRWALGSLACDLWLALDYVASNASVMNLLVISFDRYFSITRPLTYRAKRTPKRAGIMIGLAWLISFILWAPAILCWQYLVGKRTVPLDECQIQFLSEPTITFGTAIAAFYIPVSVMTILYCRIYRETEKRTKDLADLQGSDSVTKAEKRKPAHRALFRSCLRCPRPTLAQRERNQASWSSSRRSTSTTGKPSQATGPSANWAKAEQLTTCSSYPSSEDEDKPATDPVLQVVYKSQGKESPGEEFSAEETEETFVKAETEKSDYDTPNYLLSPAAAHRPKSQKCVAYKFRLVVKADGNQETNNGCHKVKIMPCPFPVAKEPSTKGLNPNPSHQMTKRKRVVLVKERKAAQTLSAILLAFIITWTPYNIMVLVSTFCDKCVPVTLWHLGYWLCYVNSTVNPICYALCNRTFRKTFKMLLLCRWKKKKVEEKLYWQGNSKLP
M5 PAM: CHRM5 positive allosteric modulation; 0.3% of 360,000 active; activation, % at 3 µM; CHO-K1 hM5, Fluo-8 calcium, ACh EC20 PAM; 0% = ACh EC20, 100% = ACh EC100; P08912;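 active = activation above the run cutoff, the mean activation of all test compounds plus 3 SD, cut at about 18% in these data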
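System – CHO-K1 hM5 cells · Compound – 3 µM, single dose · Incubation – compound preincubation 140 s before EC20 acetylcholine addition · Technique – Fluo-8 calcium fluorescence · Measure – Max/basal fluorescence ratio as % of EC20–EC100 ACh window · Benchmarks – low control EC20 acetylcholine (0%), high control EC100 acetylcholine (100%) · Replication – singlicate, one well per test compound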
M1 ag parental: counter-screen for M1 agonists: effect in parental CHO-K1 cells; AID 602248; activation, % at 3 µM; Fluo-8 calcium fluorescence; scaled to maximal ATP response, vehicle zero; 0.48% of 360,000 active; in the data active = activation above about 15%;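 also: untransfected CHO-K1 host cells lacking M1 receptor as counterscreen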
M1 PAM parental: counter-screen for M1 PAMs: effect in parental CHO-K1 cells; activation, % at 3 µM; ATP EC20, Fluo-8 calcium fluorescence; 0% at ATP EC20, 100% at ATP max; 0.02% of 360,000 active; AID 602247;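 active = activation above the run cutoff, the mean activation of all test compounds plus 3 SD, cut at about 40% in these data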;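 also: peak over basal fluorescence ratio in a 140 s read after ATP addition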
M4 ag: agonists of human muscarinic M4 receptor (CHRM4); P08173; CHO-K1 hM4/Gqi5, Fluo-8 calcium fluorescence; vehicle 0%, full acetylcholine response 100%; activation, % at 3 µM; 0.14% of 360,000 active;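 active = activation above the run mean over all test wells plus 3 SD, cut at about 32% in these data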;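 also: peak over basal fluorescence ratio per well then scaled between controls; 0% = DMSO wells and 100% = acetylcholine at EC100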
CHRM5 antagonist: CHRM5 antagonism in calcium assay; P08912; CHO-hM5 cells, Fluo-8 calcium fluorescence, ACh EC80; inhibition, % at 3 µM; 0.59% of 360,000 active;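 active = inhibition above a per-plate cutoff, the mean of that plate's test compounds plus 3 SD, cut at about 27% in these data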;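 also: 0% = acetylcholine EC80 with DMSO and 100% = DMSO without agonist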
CHO-K1 Ca antag: M1 antagonist counterscreen hit in parental CHO-K1 cells; ATP-induced calcium, Fluo-8 fluorescence; inhibition, % at 3 µM; 0.6% of 360,000 active;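 active = inhibition above a per-plate cutoff, the plate's mean sample inhibition plus 3 SD, cut at about 24% in these data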;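 also: 0% = DMSO plus EC80 ATP and 100% = DMSO alone without ATP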
Numbers without * were called inactive.

structure | M4 antag | M4 PAM | CHRM5 agonist | M5 PAM | M1 ag parental | M1 PAM parental | M4 ag | CHRM5 antagonist | CHO-K1 Ca antag
Cn1ncc([N+](=O)[O-])c1C(=O)N/N=C/c1cccc([N+](=O)[O-])c1 | 6 | -6 | -2 | 0 | 0.3 | 4 | 0 | 1 | -4
CN(Cc1ccccc1)C(=O)c1cccc(NC(=O)Cc2ccc(NC(=O)C3CCN(C(=O)C4CCC4)CC3)cc2)c1 | 6 | -10 | -3 | -6 | 2.1 | 8 | 7 | 5 | -5
Oc1ccc(/C=N/Nc2nc(-c3ccc(Cl)cc3)cc(C(F)(F)F)n2)cc1 | -4 | -6 | 5 | -4 | 0.2 | -5 | 2 | 10 | 6
CN(c1ccccc1)S(=O)(=O)c1cccc(C(=O)NCc2ccccc2CN2CCCC2)c1 | 11 | -9 | -12 | -16 | 0.9 | 14 | 2 | 3 | -14
COC(=O)COc1cccc(NC(=O)c2cccc(C)c2)c1 | -3 | -4 | 0 | -1 | 8.2 | -5 | 2 | 0 | 5
CCSc1c(-c2ccccc2)nc2c(C)cccc2c1C(=O)O | 2 | 2 | 0 | -1 | 0.3 | 19 | 0 | 5 | -2
Cc1cccc(Nc2nc(-c3ccc(F)cc3)cs2)n1 | -11 | -10 | 4 | 1 | 1.6 | 12 | -1 | -10 | -12
O=C1/C(=C/c2ccncc2)SC(=S)N1N1CCOCC1 | -12 | 4 | 2 | 3 | 0.6 | 10 | 3 | 4 | -9
COc1ccccc1CCN1CCCC(CN(C)C(=O)CCC(=O)N(C)C)C1 (centres undefined) | 7 | -4 | -9 | 3 | 0.7 | 15 | -1 | 10 | -4
COc1ccc(OCCCC(=O)NCc2ccco2)cc1 | 4 | 4 | 2 | -1 | 0.0 | 10 | 0 | -2 | -13
O=C(O)c1ccccc1/C=N/Nc1ccc(S(=O)(=O)N2CCOCC2)cc1[N+](=O)[O-] | -8 | -8 | 1 | 4 | 0.4 | 7 | 0 | -6 | -21
Cn1cc(CN2CCC[C@H]2CO)c(-c2cccc(Cl)c2)n1 | 2 | -4 | -6 | 2 | 15 | 3 | 0 | 12 | 2
CSC1=C(C#N)C(c2ccccc2Cl)C(C(C)=O)=C(C)N1 (centres undefined) | 2 | 13 | -3 | -2 | 0.2 | 14 | 0 | 4 | -2
Cc1[nH]cnc1C(=O)N/N=C/c1ccc([N+](=O)[O-])s1 | -5 | -4 | -3 | 3 | 0.2 | 0 | 2 | 2 | -3
CCn1c(C)cc(C(=O)COC(=O)c2ccccc2[N+](=O)[O-])c1C | -1 | 2 | 6 | 1 | 1.9 | 11 | 3 | -6 | 14
CCc1ccc(C(=O)Nn2c(C)nc3ccccc3c2=O)cc1 | -7 | 1 | 0 | -5 | 1.6 | 1 | 5 | -3 | -7
CN(C)CCCNc1nc2cc(-c3ccc4c(ccn4C)c3)sc2c(=O)n1C | -11 | 6 | 1 | 4 | 0.6 | 19 | 1 | -8 | -9
Cc1cccc(N2C(=O)C(Cc3ccccc3)NC2=S)c1 (centres undefined) | 2 | 1 | -6 | 6 | -0.1 | 10 | -2 | -3 | 5
COC(=O)C1CCN(C(=O)COc2ccc(N(C)S(=O)(=O)c3ccc(C)cc3)cc2)CC1 | -1 | 19 | 2 | 1 | 0.1 | 12 | 3 | 12 | -10
Cc1c(NC(=O)C(C)SC(=S)N2CCCC2)c(=O)n(-c2ccccc2)n1C (centres undefined) | 9 | 0 | -6 | 5 | 0.6 | 7 | 0 | 12 | -13
O=C(NCCN1CCC(n2c(=O)[nH]c3ccccc32)CC1)C(c1ccccc1)c1ccccc1 | 16 | -12 | -4 | -24 | 1.2 | 15 | 5 | 37* | -10
CC(C)C(=O)NC(=S)Nc1ccc(S(=O)(=O)NC(C)(C)C)cc1 | -10 | -5 | 11 | -11 | 4.4 | -3 | 6 | 1 | 20
CCOc1ccccc1NC(=O)CCNS(=O)(=O)c1cccc2nonc12 | -5 | 1 | -2 | 4 | 1.9 | 8 | 1 | 2 | -11
c1ccc(C2=Nn3c(nnc3-c3cccnc3)SC2)cc1 | 8 | 2 | 1 | 3 | 2.1 | 8 | 3 | -4 | -16
CNc1nc(OCCNC(=O)Nc2ccccc2)nc(N2CCOCC2)n1 | 15 | 3 | -2 | -8 | 1.0 | -4 | 2 | 10 | 14
O=C(O)CCCC(=O)N1CCC(C(O)(c2ccccc2)c2ccccc2)CC1 | -9 | 6 | -15 | 2 | -0.1 | 1 | 1 | 2 | -2
O=C(COc1ccc(F)cc1)Nc1ccc2c(c1)OCCO2 | 4 | 2 | 0 | 8 | 2.5 | -11 | 3 | -4 | -1
CC(=O)Nc1ccccc1NC(=O)c1ccc(C)cc1C | -1 | 7 | 0 | 15 | 0.2 | 6 | 1 | -6 | 5
S=C(Nc1cccc(Cl)c1)Nc1ccc2c(c1)OCCO2 | -4 | 0 | -1 | 8 | 0.9 | 10 | 2 | -17 | -2
CSc1ccccc1NC(=S)Nc1cc(C)cc(C)c1 | 3 | -1 | -3 | 2 | -0.4 | -4 | 0 | -3 | 13
CC(=O)Nc1ccc(NC(=O)CN(C)CCC#N)cc1 | 2 | 6 | -2 | -1 | 0.1 | -13 | 0 | 2 | -11
CC1CN(S(=O)(=O)c2cc(C(=O)NC(C)c3cccnc3)ccc2Cl)CC(C)O1 (centres undefined) | 6 | -5 | -2 | -6 | 0.1 | -9 | 1 | 15 | 1
O=C(COc1ccc(C(=O)c2ccccc2)cc1)NCC1CCCCC1 | 20 | -3 | 1 | -3 | 4.0 | 7 | 2 | 3 | -3
CCn1nc(C)c(CNC(=O)c2cc(COc3cncc(Cl)c3)on2)c1C | -3 | 0 | 0 | -6 | 1.3 | 2 | 3 | 1 | -5
COc1ccc(CCN2C(=O)CC(NNC(=O)c3ccccc3Br)C2=O)cc1OC (centres undefined) | -2 | 4 | -4 | -8 | 0.4 | -1 | 2 | 17 | 5
Cc1cc(C)c(S(=O)(=O)c2ccccc2C(C)C)c(=O)[nH]1 | 1 | -12 | 1 | -9 | 2.5 | 0 | 15 | 17 | 14
O=C(O)CC(Cc1ccccc1)c1ccc2c(c1)OCO2 (centres undefined) | 0 | 1 | 0 | -5 | -0.2 | -10 | 0 | -2 | 33*
CC(=O)Nc1ccc(NC(=O)CSc2ccc(-c3cccs3)nn2)cc1 | 0 | 1 | 1 | -6 | 0.9 | 8 | 3 | 8 | -11
O=C(c1ccccc1Sc1c(Cl)cccc1[N+](=O)[O-])N1CCOCC1 | 7 | 1 | -2 | -4 | 0.4 | -3 | 1 | 7 | 1
CC(C)(C)c1ccc(S(=O)(=O)NC(=O)C2(C)CCN2C(=O)Cc2ccc(-c3ccccc3)cc2)cc1 (centres undefined) | 2 | 6 | 1 | 0 | -0.2 | 13 | 0 | -1 | -4
CCOC(=O)C1CCN(C(=O)C2CCC(=O)N(CC3CCCCC3)C2)CC1 (centres undefined) | -16 | 5 | -3 | 1 | 1.5 | 8 | 2 | 5 | -9
O=C(N/C(=C/c1ccccc1Cl)C(=O)N1CCCC1)c1ccccc1 | -6 | 0 | 3 | -3 | -0.7 | -11 | 0 | 13 | 3
CC(C)C1C(=O)N(Cc2cn(CCC3OCCO3)nn2)CCS(=O)(=O)N1Cc1ccc(-c2cccc(CO)c2)cc1 (centres undefined) | -1 | -7 | 1 | -3 | 0.6 | -4 | 4 | 2 | 2
Cc1nc(NC(=O)C2CC2)sc1C(=O)NC1CCCCC1 | -7 | 3 | 4 | 12 | -0.3 | -12 | 2 | -3 | 5
CC1(C)C(=O)NCCN1C(=O)CCC(=O)O | 0 | 7 | 1 | 4 | 0.1 | 19 | 0 | -2 | -6
O=S(=O)(/N=C(/Nc1cccnc1Cl)c1ccccc1)c1ccccc1 | -4 | -5 | 5 | -6 | 0.2 | -12 | 1 | 3 | -6
C/C(=N\NC(=S)NCC(C)(C)C)c1cc(F)cc(F)c1O | -5 | -13 | 9 | 1 | 2.9 | -7 | 5 | -17 | 4
CCCCOc1ccc(-c2c(C#N)c(N)[nH]c(=S)c2C#N)cc1 | -10 | 3 | -1 | -10 | -0.1 | 5 | 0 | 15 | -3
CCN1CCN(c2oc(-c3ccccc3)nc2S(=O)(=O)c2ccc(C)cc2)CC1 | 0 | -2 | -5 | -3 | 0.6 | -26 | 1 | 5 | -2
CN(C)c1nn(C(=O)Nc2ccc(Cl)cc2Cl)cc1-c1ccccc1 | 0 | 9 | 0 | 0 | -0.3 | -3 | 0 | 2 | 5
Cc1ccc(C(=O)n2ncn(C)c2=S)cc1 | -6 | 9 | 4 | 2 | 2.4 | 9 | 2 | 0 | -9
COC(c1ccccc1)c1nnc(CCC(=O)N2CCCCCCC2)o1 (centres undefined) | -18 | 18* | 0 | 2 | -0.2 | 4 | 3 | 5 | -21
CCc1ccc(NC(=S)N(CCOC)C2CCN(C(C)=O)CC2)cc1 | 2 | 3 | -3 | 2 | 1.5 | 15 | 1 | 2 | -10
CCOC(=O)c1sc(NC(=O)CN2CCN(c3ccc(OC)cc3)CC2)nc1C | 3 | -2 | -4 | -4 | 0.6 | 19 | 1 | 8 | -12
Cc1cc(=O)[nH]c(SCc2nc3ccc([N+](=O)[O-])cc3[nH]2)n1 | 6 | -13 | 1 | -4 | 0.2 | 15 | -1 | -2 | -6
NC(=O)c1ccc(NC(=O)CSc2nnc(-c3ccc4c(c3)OCO4)o2)cc1 | 1 | -1 | 2 | -5 | 0.9 | 9 | 1 | 9 | -17
CC1CCN(C(=O)CCc2ccc(S(=O)(=O)NC(C)(C)C)cc2)CC1 | 2 | -3 | 3 | -5 | 2.7 | 13 | 2 | 1 | -20
CCCCCCCC(=O)O | -20 | -2 | -2 | -7 | -0.2 | -17 | 1 | 6 | 16
CC(=O)N1CCc2c(sc(NC(=O)CCS(=O)(=O)c3ccccc3)c2C#N)C1 | 1 | 3 | -4 | 3 | 0.2 | 15 | 1 | 4 | 0
CCn1cc(/C=C(\NC(=O)c2ccc(OC)cc2)C(=O)N2CCOCC2)c2ccccc21 | -4 | 10 | -3 | 2 | 0.8 | -14 | 1 | 8 | 1
CCCCn1nnnc1C(CCSC)N1CCN(C/C=C/c2ccccc2)CC1 (centres undefined) | 7 | -6 | -8 | -17 | 0.4 | 11 | 1 | 5 | -13
CC(=O)NS(=O)(=O)c1ccc(NC(=O)c2cc(-c3ccc(C)c(C)c3)nc3ccccc23)cc1 | -20 | 23 | -6 | 5 | 0.2 | 26 | 2 | 1 | -24
COC(=O)C1=C(C)N(Cc2ccco2)C(=O)N[C@@H]1c1ccco1 | -1 | 3 | -2 | 3 | 0.0 | 25 | 1 | 5 | -18

Two records drawn at random from the list so far, as already listed:
structure | M4 antag | M4 PAM | CHRM5 agonist | M5 PAM | M1 ag parental | M1 PAM parental | M4 ag | CHRM5 antagonist | CHO-K1 Ca antag
CCOC(=O)c1sc(NC(=O)CN2CCN(c3ccc(OC)cc3)CC2)nc1C | 3 | -2 | -4 | -4 | 0.6 | 19 | 1 | 8 | -12
C/C(=N\NC(=S)NCC(C)(C)C)c1cc(F)cc(F)c1O | -5 | -13 | 9 | 1 | 2.9 | -7 | 5 | -17 | 4
